Compound activity: PubChem, several laboratories
IEC-6 tox – IEC-6 cytotoxicity, counter-screen for KLF5 inhibitors. 290,000 tested, 0.78% active. AID 1825. luminescence viability. inhibition, % at 5 µM; in the data active = inhibition above about 22%;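 note: 0% = plate median of test compound wells and 100% = cytotoxic reference compound wells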
HSF1 inhib – HSF1 inhibition; NIH3T3-HGL HSE-luciferase, MG132-induced, luminescence 8 h; stronger effect = lower value; activity change, negative = inhibition, % at 7.5 µM (by protocol); 300,000 tested, 0.77% active; AID 2098;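 active = more than half of replicate wells show activity change below -50%, luminescence cut by over half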;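 note: luciferase reports HSF-1 transcriptional activity via heat shock element; 0% = median of DMSO wells and -100% = zero luminescence signal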
HIF activator – HIF pathway transcriptional activation; U2OS HRE-luciferase reporter, luminescence; normalized: DMSO 0%, desferrioxamine 100%; activation, % at 7.5 µM (by protocol); 300,000 tested, 0.32% active; AID 1910;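 active = mean activation of at least 10% of the iron chelator positive control signal, with at least half of replicates also reaching 10%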
SKKanGAS inh – SKKanGAS growth inhibition | S. pyogenes SKKanGAS, kanamycin growth, BacTiter-Glo, 6 h | inhibition, % at 7.5 µM | 300,000 tested, 1.3% active;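 active = mean replicate score, as percent of positive control median, at least 50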;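 note: strain carries kanamycin resistance gene driven by streptokinase promoter and grows in 40 µg/ml kanamycin; loss of luminescence reflects streptokinase promoter inhibition or plain growth inhibition; 0% = median of DMSO wells and 100% = positive control at its reference dose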
AI-2 QS modul – Vibrio harveyi AI-2 quorum sensing modulation. Vibrio harveyi JMH597 AI-2 luminescence/OD600 ratio, 9 h; stronger effect = lower value; strain lacks LuxN and CqsS sensors; 0 = neutral-control median. activity change, % at 7.5 µM. 300,000 tested, 0.4% active. AID 2094; in the data active = activity change below about -75%, passing the limit was not always enough;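 note: luminescence divided by OD600 gain over 9 h not by final OD600 alone; inactives centre near 13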
KLF5 inhibitor – kruppel-like factor 5 inhibition; DLD-1 KLF5 promoter-luciferase reporter, luminescence; inhibition, % at 5 µM; 290,000 tested, 0.23% active; AID 1700;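 active = inhibition above a per-plate limit of that plate's mean compound inhibition plus 3 SD, cut at about 60% in these data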;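 note: 0% = DMSO wells and 100% = LY294002 at 200 µM; higher means less KLF5 promoter-driven luciferase light; inactives centre near -14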
HSP90 refold inh – HSP90 refolding inhibition in rabbit reticulocyte lysate | inhibition, % at 5.6 µM | 290,000 tested, 0.91% active | luciferase refolding luminescence, 3 h;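 active = inhibition above the screen-wide mean plus 3 SD, computed separately per campaign, cut at about 16% in these data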;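 note: 0% = DMSO wells and 100% = 60 µM geldanamycin wells; inhibitors lower the luminescence because luciferase stays unfolded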
HSF-1 act – increases HSF-1 driven luciferase reporter signal. NIH3T3-HGL HSF-1 luciferase reporter, MG132, 8 h; 100% = twice DMSO control signal. activation, % at 9 µM. 300,000 tested, 1.7% active;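 active = mean replicate activation of at least 50% with a set share of replicates each reaching 50%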;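 note: 0% = median of the neutral control wells and 100% = twice that signal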
aSyn UTR inh – 5' untranslated region of α-synuclein, MLPCN primary screen; alpha-synuclein 5'UTR reporter, inhibitor activity; inhibition, % (tested at 7.5 µM); 300,000 tested, 0.82% active; AID 1813; in the data active = inhibition above about 60%;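 note: H4 neuroglioblastoma cells stably carrying SNCA 5'UTR luciferase fusion; 0% = DMSO wells and 100% = positive control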
Platelet DG rel – modulates dense granule release in human platelets | human platelet-rich plasma, SFLLRN dense granule ATP release, luminescence | inhibition, %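 (compounds screened at 7.5 µM in platelet-rich plasma)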 | 300,000 tested, 0.22% active | AID 1663;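 active = mean replicate score, as percent of positive control, at or above 50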
* = called active by the depositor; . = no result given.

Molecule	IEC-6 tox	HSF1 inhib	HIF activator	SKKanGAS inh	AI-2 QS modul	KLF5 inhibitor	HSP90 refold inh	HSF-1 act	aSyn UTR inh	Platelet DG rel
Cc1ccc(N(CC(=O)Nc2ccc(F)cc2)S(=O)(=O)N2CCCC2)cc1	0	6	-0.2	-8	-4	4	1	1	7	-6
O=C(Cn1c(=O)sc2ccccc21)Nc1ccc2c(c1)OCCO2	6	0	0.2	-5	20	-27	0	-14	2	-4
CCn1c(C)nc2cc(N)ccc21	6	-18	-0.2	-1	20	-15	34*	-15	4	3
N#CC(C#N)=Cc1c(N2CCN(c3ccccc3)CC2)nc2ccccn2c1=O	1	11	0.9	2	33	-42	0	31	-72	-2
Cc1cc(=O)[nH]c(/N=C(\N)Nc2ccc(SC(F)F)cc2)n1	0	-3	0.1	11	8	0	6	3	-4	-2
Cc1oc(-c2cccs2)nc1CN1CCC(c2ccccc2)CC1	1	-18	-0.8	-5	23	-14	-3	-9	16	5
O=C(NCc1ccccc1)Nc1cc(Cl)ccc1Cl	-11	-2	-0.2	-2	13	-23	-2	26	-8	-15
CCc1c(C)nc(SCc2ccccn2)[nH]c1=O	5	15	0.2	3	18	-31	2	37	-13	2
Cc1ccc(NC(=O)c2c3c(nc4ccccc24)CCC3)cc1	3	1	0.4	-12	10	-45	-1	11	18	3
Cc1ccc(C2(C)NC(=O)N(CC(=O)Nc3nc(-c4ccccn4)cs3)C2=O)cc1 (centres undefined)	.	3	-31	9	-4	.	.	6	80*	-1
COCOc1cc(O)c(C(=O)/C=C/c2ccccc2)c(OCOC)c1	.	151	0.8	-2	4	.	.	155*	-27	-1
Cc1cc(Nc2ccc(Cl)cc2)n2nnnc2n1	1	3	0.0	0	21	-21	-1	22	12	-38
COC(=O)c1ccc(N2NC(=O)/C(=C/c3cc(OC)c(OC)c(OC)c3)C2=O)cc1	-4	-9	0.4	14	16	-23	0	-11	-37	-6
O=C(NC(=S)Nc1nc(-c2cccc([N+](=O)[O-])c2)cs1)c1ccccc1Cl	-5	-5	0.1	6	23	22	-2	-1	-5	-2
Cc1ccc([N+](=O)[O-])cc1S(=O)(=O)Nc1ccc(-c2ccc(N3CCCC3)nn2)cc1	.	12	0.7	16	37	.	.	6	-21	-5

Additional results
Molecule	IEC-6 tox	HSF1 inhib	HIF activator	SKKanGAS inh	AI-2 QS modul	KLF5 inhibitor	HSP90 refold inh	HSF-1 act	aSyn UTR inh	Platelet DG rel
CC(C)(C)NC(=S)Nc1ccc(Nc2ccccc2)cc1	2	12	3.9	4	-64	-38	1	8	-115	-7
COc1cccc(OC)c1C(=O)Nc1c(C(=O)N2CCN(c3ccccn3)CC2)oc2ccccc12	0	-33	2.1	-3	-2	-21	1	-49	2	0
CC1=C(C(=O)Nc2ccc(C(=O)NCCC(C)C)cc2)SCCO1	1	3	0.2	2	27	-40	-5	-7	-7	-9
O=C1CCc2cc(S(=O)(=O)NC(C(=O)N3CCN(c4ccccn4)CC3)c3ccccc3)ccc2N1 (centres undefined)	-3	5	-0.4	3	7	-6	-3	14	5	8
NC1=NC(c2cccc(O)c2)n2c(nc3ccccc32)N1 (centres undefined)	1	-3	0.2	-2	9	-36	-1	-11	-23	-1
COc1cc2c(cc1NC(=S)Nc1cccc(C(F)(F)F)c1)oc1ccccc12	0	1	0.1	1	42	-43	-2	17	-43	-4
CC1=CC(C)[C@H](/C=N/n2c(=O)[nH]c3c([nH]c4ccc(Br)cc43)c2=O)C(C)C1 (some centres undefined)	-4	-1	-0.4	8	25	2	4	25	19	1
O=C(O)CCCN1C(=O)C2C3CC(C2C1=O)C1C(c2ccccc2)c2sc(=O)[nH]c2SC31 (centres undefined)	1	4	0.0	-5	10	-27	2	8	-5	5
CCOC(=O)c1cc(C(=O)NN)c(C)nc1C	4	-2	-0.2	-9	10	-41	-3	9	-11	1
CC(C)c1ccc(/C=N/N2CCCCC2)cc1	-2	-16	2.6	21	22	-17	0	-15	-143	3
Cc1noc2ncnc(Sc3c(Cl)cccc3Cl)c12	-1	27	-22	16	27	-25	5	38	-11	2
COc1ccc(-c2nnc(NC(=O)c3ccc([N+](=O)[O-])o3)o2)c(OC)c1	12	5	0.1	14	-88*	-2	2	3	-54	2
Cc1cc(C)nc(NC(=S)NC(=O)c2ccccc2F)n1	.	4	1.7	-3	25	.	.	8	1	-7
Cc1cc(=O)c2cc(Cl)ccc2[nH]1	-4	-5	1.2	2	3	-5	3	-17	-33	3
CC(CN(C)Cc1nc(Cc2cccc(C(F)(F)F)c2)no1)CN1CCCC1 (centres undefined)	1	-4	-0.5	-2	25	10	6	-5	-22	2

Other compounds follow:
Molecule	IEC-6 tox	HSF1 inhib	HIF activator	SKKanGAS inh	AI-2 QS modul	KLF5 inhibitor	HSP90 refold inh	HSF-1 act	aSyn UTR inh	Platelet DG rel
CC(=O)C1=C(C)NC(SCC(=O)Nc2nccs2)=C(C#N)C1c1ccccc1Cl (centres undefined)	-9	48	-0.2	6	28	-18	-1	47	-17	-2
C=CCN1/C(=C(\C#N)C2=NS(=O)(=O)c3ccccc32)N(C)c2ccccc21	-4	-4	-0.5	-10	14	-2	-3	15	-38	-3
Cc1ccc(C)c(NC(=O)CN(C)C(=O)Cc2ccc(Cl)cc2Cl)c1	2	0	-0.4	-1	4	-3	3	4	-2	-30
O=S(=O)(N/N=C/c1cccc(OC2CSC2)c1)c1ccccc1	4	-8	0.0	-11	1	9	-4	3	4	2
CCN(CC)S(=O)(=O)c1ccc(C)c(NC(=O)CNc2cccc(S(=O)(=O)N3CCCC3)c2)c1	.	1	-0.4	-6	20	.	.	-1	14	3
CCN1CCN(c2ccc(NC(=O)CCc3c(C)nc4c(-c5ccccc5)c(C)nn4c3C)cc2)CC1	5	4	0.6	12	8	-19	7	0	-10	-3
N#CC(C#N)=C/C=C(\Nc1ccc(Cl)cc1)c1ccc(Cl)cc1	12	-5	0.3	4	4	18	3	3	11	10
C/C(=N/Oc1nc(C)cc(C)n1)c1ccccc1	1	-2	2.4	-1	30	-35	2	5	-55	0
O=C(CC12CC3CC(CC(C3)C1)C2)NC(=S)N1CCCCC1	16	-2	-0.1	-3	28	-10	2	23	-3	0
Cc1cc(C)c(S(=O)(=O)c2ccccc2C)c(SCC(C)C)n1	-3	-6	0.3	49	1	7	3	2	15	-6
CCCCn1c(N)c(N(CCC(C)C)C(=O)Cc2ccc(S(=O)(=O)N3CCOCC3)s2)c(=O)[nH]c1=O	.	0	-0.1	4	-11	.	.	-3	19	27
Cc1oc(/N=C/c2ccc(O)cc2O)c(C#N)c1C	-6	-1	0.0	-4	4	1	1	18	1	2
S=C(Nc1ccc2c(c1)OCO2)NC1CCN(Cc2ccccc2)CC1	2	1	0.1	1	-4	-5	2	8	1	3
O=C(CSc1ccccn1)N1CCN(c2ccccc2)CC1	-1	4	0.2	-4	18	-7	0	3	-6	0
CC1CCCCN1C(=O)CCS(=O)(=O)Cc1ccccc1 (centres undefined)	-2	-1	0.0	0	7	-20	-3	8	7	-9

Additional results follow:
Molecule	IEC-6 tox	HSF1 inhib	HIF activator	SKKanGAS inh	AI-2 QS modul	KLF5 inhibitor	HSP90 refold inh	HSF-1 act	aSyn UTR inh	Platelet DG rel
CCC1Oc2ccc(C)cc2N(CC(=O)NCc2cc(OC)ccc2OC)C1=O (centres undefined)	0	7	-0.3	-6	5	-13	-1	-5	22	0
O=C(Nc1ccc(Br)cc1)c1ccc(-n2cnnn2)cc1	4	1	0.3	1	16	-75	3	-1	-30	7
CC(C)CC1NC(=O)N(CC(=O)N2CCN(S(=O)(=O)c3ccc(Cl)cc3)CC2)C1=O (centres undefined)	7	-3	-0.4	3	8	4	-1	-9	7	1
CC(=O)c1ccc(NC(=O)c2cc(CC(C)C)on2)cc1	-2	17	1.6	-1	-47	-33	1	14	-33	-2
C=CCn1c(CNC(=O)c2ccco2)nnc1SCC(=O)c1ccccc1	-7	6	1.5	5	-2	-40	1	18	9	14
O=C1ON=C(c2cccc([N+](=O)[O-])c2)/C1=C/c1ccc(O)cc1	-2	1	0.1	2	28	4	-1	6	-12	3
N#C/C(=C\c1cccnc1)C(=O)Nc1ccc(C(=O)O)cc1	0	-4	-0.1	-2	10	3	1	-8	-3	-1
Cn1cc(S(=O)(=O)NCCc2ccccc2)c(=O)n(C)c1=O	-4	-2	-0.3	-6	3	-25	-6	5	-17	15
Cn1nnnc1SCCNCc1cccc2ccccc12	6	3	0.6	-12	16	-22	5	35	23	-11
Cc1ccc(-c2cc(C(=O)N3CCOCC3)c3cc(C)ccc3n2)cc1	0	1	0.5	-2	0	-25	-3	7	-37	-17
Cc1nn(CC(=O)OCC(=O)Nc2ccccc2[N+](=O)[O-])c(C)c1[N+](=O)[O-]	1	-1	0.0	-8	14	0	6	-3	19	-7
COc1ccccc1NS(=O)(=O)c1cccc(NC(=O)c2cc3ccccc3oc2=O)c1	-10	21	2.7	10	11	-122	-1	41	-114	-3
O=c1c2ccccc2nc(SCc2ccncc2)n1CC1CCCO1 (centres undefined)	-2	1	-1.5	1	.	0	0	3	15	3
CC(C)CC(NC(=O)C(CC(C)C)NC(=O)C(Cc1ccc(OCc2ccccc2)cc1)NC(=O)OC(C)(C)C)C(N)=O (centres undefined)	1	14	0.0	4	1	-14	-4	12	-4	1
O=C(O)c1cc(-c2cccs2)nc2ccc(Br)cc12	3	-4	-0.4	6	38	-33	-1	9	-4	4
Clc1cccc(Cn2ncc3ccccc32)c1	0	6	1.9	3	16	-15	-3	1	-13	-1
Cc1ccccc1C(=O)NC(C(=O)Nc1nc2c(s1)CCCC2)C(C)C (centres undefined)	7	4	.	-12	6	-5	-3	3	-66	-3
